# Assay outcomes as filed in PubChem.
# NTR1 ag = agonists of NTR1, primary screen, imaging, U2OS cells, beta-arrestin-GFP, high content (AID 493036); Neurotensin receptor type 1 (Homo sapiens), P30989; NTR1-U2OS beta-arrestin-GFP spot imaging, agonist mode; activation, % at 20 µM; hit rate 0.17% among 330,000;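 active = activation at or above 40% of the spot to cytoplasm intensity ratio, with at least 20 cells analyzed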;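 also: 0% = DMSO without peptide and 100% = 100 nM NTR1 peptide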
# Target sequence (P30989 whole entry, looked up): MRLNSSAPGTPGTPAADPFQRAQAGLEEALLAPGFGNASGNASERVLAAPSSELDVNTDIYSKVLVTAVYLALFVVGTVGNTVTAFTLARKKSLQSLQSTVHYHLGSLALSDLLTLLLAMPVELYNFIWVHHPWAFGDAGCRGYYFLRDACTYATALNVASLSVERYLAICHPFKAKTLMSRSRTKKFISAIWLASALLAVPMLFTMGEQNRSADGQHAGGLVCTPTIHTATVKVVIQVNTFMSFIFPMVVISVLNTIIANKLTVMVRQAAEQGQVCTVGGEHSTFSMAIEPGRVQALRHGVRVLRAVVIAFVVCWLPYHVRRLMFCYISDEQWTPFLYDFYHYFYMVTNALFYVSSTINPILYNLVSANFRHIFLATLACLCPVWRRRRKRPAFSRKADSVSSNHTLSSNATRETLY
# KOR beta-arrestin-1 = KOR antagonists, beta-arrestin recruitment, cell-based, luminescence, uHTS (AID 1778); hit rate 0.091% among 290,000; KOR beta-arrestin recruitment, luminescence, antagonist mode; higher % means a stronger effect; inhibition, % at 10 µM; hits with a dose series show IC50 in µM; also: strong numbers were not always called active
# KOR beta-arrestin-2 = KOR agonists, beta-arrestin recruitment, primary screen, cell-based, luminescence, uHTS (AID 1777) | hit rate 0.02% among 280,000 | Kappa-type opioid receptor (Homo sapiens) | KOR beta-arrestin recruitment, luminescence; higher % means a stronger effect | activation, % at 10 µM; hits with a dose series show EC50 in µM; in the data active = activation above about 50%, passing the limit was not always enough; also: a part of the inactive calls stands beside numbers as strong as those of hits
# NOD1 NF-kB reporter = NOD1 signaling inhibitors, primary screen, cell-based, luminescence, uHTS (AID 1578). NOD1-driven NF-kB luciferase reporter cells, luminescence; higher % means a stronger effect. inhibition, % at 4 µM, or EC50 in µM where a hit was titrated. hit rate 1% among 290,000; in the data active = inhibition mostly above about 36%, no sharp cut-off; inactive = mostly below about 34%;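 also: HEK-293T reporter cells stimulated with the NOD1 agonist gamma-tri-DAP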
# GPR55 LPI antagonism = GPR55 antagonists blocking LPI-driven arrestin recruitment, primary screen, imaging, U2OS, beta-arrestin-GFP, LPI agonist (AID 2013); G-protein coupled receptor 55 (Homo sapiens); U2OS GPR55 beta-arrestin-GFP translocation imaging, LPI antagonism; higher % means a stronger effect; one-dose inhibition, % at 10 µM; IC50 in µM for titrated hits; hit rate 0.13% among 290,000;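 active = spots per cell inhibited over 60%, with over 100 cells counted and total cytoplasm intensity under 500,000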;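 also: U2OS cells stably carrying GPR55 and arrestin-GFP stimulated by 5 µM LPI near EC80; imaged beta-arrestin-GFP aggregate spots per cell after agonist stimulation; plate controls were LPI-stimulated DMSO wells for no effect and DMSO wells without LPI for full effect; some results filed as inactive read as strong as hits; confirmed hits need IC50 under 10 µM and bright autofluorescent wells are also inconclusive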
# NOD2 inhibition = NOD2 signaling inhibitors, cell-based, luminescence, uHTS, HEK293 (AID 1566). HEK293 NOD2/NF-kB luciferase reporter, luminescence; higher % means a stronger effect. inhibition, % at 4 µM, or EC50 in µM where a hit was titrated. hit rate 0.63% among 290,000; also: many of its hits are not listed in these tables
# T cell HTS = modulators of CD8 T cell-vesicle binding, primary screen, mouse 2C CD8+ T cells, flow cytometry; calls only at 7 µM; 2C CD8+ T cell-vesicle binding; active compounds read low; hit rate 0.068% among 330,000; AID 2052, 2009;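 active = response, share of CD8 T cells binding vesicles, and their 90th percentile fluorescence all below set limits, cut at about 80% in these data, passing the limit was not always enough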
#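 material = purified 2C TCR transgenic mouse naive CD8+ T cells | controls = Unloaded micro-vesicles (low), QL9 vesicles with 0.7% DMSO (high) | detection = cytometric PE anti-B7-1 and Alexa647 anti-CD8 signals after 1% paraformaldehyde fixation | incubation = binding step 1.5 h, 37 °C, antibody labelling 20 min, ice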
# Myeloid diff MLP = induction of myeloid progenitor differentiation, primary screen, cell-based, flow cytometry, MLPCN library; hit rate 1% among 360,000; calls only at 10 µM; AID 624256, 2012; ER-HoxA9 myeloid progenitors, lysozyme-GFP differentiation;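 active = normalized GFP-positive differentiation at or above the plate's own cutoff, the solvent-only control mean plus 3 SD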;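 also: cells exposed to compound for four days before flow analysis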
# GPR55 activation = GPR55 agonists via beta-arrestin recruitment, primary screen, imaging, U2OS cells, beta-arrestin-GFP redistribution (AID 1961). G-protein coupled receptor 55 (Homo sapiens). U2OS GPR55 beta-arrestin-GFP redistribution imaging; higher % means a stronger effect. activation, % at 10 µM; hits with a dose series show EC50 in µM. hit rate 0.048% among 290,000;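 active = activation above 40% with more than 50 cells counted in the well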;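 also: U2OS osteosarcoma cells stably expressing GPR55 and beta-arrestin-GFP; plate controls were DMSO negative control for no effect and LPI positive control for full effect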
# T cell HTS vesicle-bound % = further read-out of T cell HTS, marked with its call; double positive events, %; measured here: CD8+ vesicle-bound cell fraction;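 binding gate set so that unloaded-vesicle control wells show 10% double positive cells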
# NTR1 ag cell count 20 µM = second read-out of NTR1 ag, no call of its own (marks repeat the call); cell count; measured here: cell count, cytotoxicity flag
# Myeloid diff MLP GFP+ MAC1+ % = recorded beside Myeloid diff MLP, whose call it bears; GFP+ MAC1+ double positive, %; measured here: differentiation confirmed by MAC1 staining
# The depositor's hits bear a star; i = inactive; . = not tested or not shown; [ ] = another dose, or the depositor's remark. Rule as the data show it, unless noted: active = inhibition above about 50%; inactive = the rest.
SMILES,NTR1 ag,NTR1 ag cell count 20 µM,KOR beta-arrestin-1,KOR beta-arrestin-2,NOD1 NF-kB reporter,GPR55 LPI antagonism,NOD2 inhibition,T cell HTS,T cell HTS vesicle-bound %,Myeloid diff MLP,Myeloid diff MLP GFP+ MAC1+ %,GPR55 activation
COc1ccc(NC(=S)NCC(c2cccnc2)N2CCOCC2)cc1 (configuration not stated),0.8,82,-39%,1.7%,-15%,-1%,18%,i,66,i,0.0,0.5%
COCCCNC(=S)NNC(=O)Cn1nc(C)c(Br)c1C,-2.6,56,40%,-3.3%,0%,-11%,20%,i,47,i,0.5,0.1%
CCOc1cc(/C=N/N=C2/NC(=O)C(CC(=O)O)S2)ccc1OCc1ccc(Cl)cc1Cl (configuration not stated),0.0,92,-47%[20 µM],-3.5%,-36%,-13%,9%,i,40,i,0.0,-0.1%
Cc1ccc2c(CN3CCCCC3)cc(=O)oc2c1C,-1.1,90,23%,-11%,-9%,8%,-3%,i,19,i,0.3,-0.1%
CCCCc1nc2cc(Cl)ccc2o1,-0.5,67,-16%,-3.8%,-26%,-5%,3%,i,29,i,0.3,0.4%
O=C(NCc1cccc(Cl)c1)NC(=O)c1csc([N+](=O)[O-])c1,2.1,45,15%,-1.6%,8%,4%,12%,i,18,i,1.2,-0.1%
FC(F)Oc1ccc(NC(=S)NCc2ccccc2)cc1,5.5,40,32%,-2.8%,-32%,-3%,2%,i,49,i,1.1,0.6%
Cn1c(=O)c2c(ncn2CC(=O)OCC(=O)Nc2cc(Cl)ccc2Cl)n(C)c1=O,-0.5,52,-48%,-3.3%,14%,2%,22%,i,17,i,0.2,0.3%
CCOc1ccc2nc(NC(=O)CSc3nnnn3C3CCCCC3)sc2c1,3.2,60,28%,2.4%,0%,-1%,-18%,i,60,i,6.0,0.0%
Clc1ccc(CSc2nnc(-c3ccc4c(c3)OCO4)o2)cc1,3.1,44,5%,-3.7%,-8%,-6%,-12%,i,7,i,0.9,0.2%
CCOc1ccc(S(=O)(=O)N(C)C)cc1-c1nc2c(C(C)(C)C)nn(C)c2c(=O)[nH]1,3.4,55,-21%,-2.1%,-17%,17%,15%,i,14,i,14,0.2%
COc1ccc(OC)c(Nc2nc(-c3ccccc3O)nc3ccccc23)c1,4.8,46,-154%[20 µM],-3.3%,-46%,9%,-10%,i,56,i,0.1,0.2%
O=S(=O)(NCc1csc(-c2ccccc2)n1)c1ccc(Cl)s1,-0.6,55,1%,-14%,26%,0%,-19%,i,23,i,1.1,-0.5%
Cn1c(SCC(=O)NNC(=O)c2ccccc2O)nnc1-c1ccccc1,0.7,52,9%,0.3%,-14%,-5%,20%,i,48,i,1.1,-0.1%
Cc1cccc2[nH]c(CN(C)Cc3nc(CC4CC4)no3)nc12,0.3,43,-23%[20 µM],.,-19%,20%,-17%,i,39,i,0.1,-0.1%
O=C(Nc1cccc(OC(=O)c2ccc(Br)o2)c1)c1ccccc1,1.1,80,-7%,1.3%,-46%,9%,10%,i,9,i,0.3,-0.1%
COc1ccc(OCC(=O)NCC(c2ccc(OC)cc2)N2CCCCC2)cc1 (configuration not stated),-0.6,54,-17%,5.1%,8%,14%,2%,i,9,i,0.9,-0.1%
COc1ccc2ccccc2c1/C=N/NC(=O)c1ccc(C)nc1,0.0,49,-44%,0.4%,1%,-29%,-16%,i,8,i,0.9,-0.2%
Cc1ccc(NC(=O)C2C3CCCC2C3c2ccccc2)cc1C (configuration not stated),-0.5,45,-2%,4.2%,13%,30%,3%,i,7,i,0.6,0.2%
CNc1nc(C)cc(C)c1S(=O)(=O)c1ccc(C)cc1,0.3,69,-19%,2.0%,24%,12%,26%,i,40,i,0.5,-0.2%
COc1ccccc1NC(=S)N(C(C)C)C(C)c1ccccn1 (configuration not stated),2.2,54,4%,-3.8%,-5%,13%,-13%,i,18,i,0.5,0.0%
COc1nc(Cc2ccc(Cl)cc2)nc2ccccc12,-1.0,79,11%,-3.2%,-25%,4%,-1%,i,41,i,1.1,1.1%
Cn1c(=O)c2c(nc(N/N=C/c3cccs3)n2Cc2ccc(Br)cc2)n(C)c1=O,4.5,49,-14%,3.0%,33%,13%,0%,i,44,i,1.5,-0.3%
COc1ccccc1NC(=O)c1ccccc1S(=O)(=O)c1ccc([N+](=O)[O-])cc1,0.4,48,29%,-3.2%,-27%,9%,-10%,i,24,i,6.1,-0.1%
COc1cccc(OCc2cc(C(=O)N(Cc3nccn3C)C(C)C)no2)c1,-0.6,71,-8%,8.7%,-16%,8%,6%,i,62,i,2.9,-0.1%

# Next structures
SMILES,NTR1 ag,NTR1 ag cell count 20 µM,KOR beta-arrestin-1,KOR beta-arrestin-2,NOD1 NF-kB reporter,GPR55 LPI antagonism,NOD2 inhibition,T cell HTS,T cell HTS vesicle-bound %,Myeloid diff MLP,Myeloid diff MLP GFP+ MAC1+ %,GPR55 activation
Cc1ccccc1-c1nc(CS(=O)CC(=O)NCc2ccc3c(c2)OCO3)c(C)o1 (configuration not stated),0.2,61,4%,0.2%,-26%,13%,-20%,i,10,i,4.3,-0.2%
CC(=O)N/C(=C/c1ccc([N+](=O)[O-])cc1)C(=O)O,0.7,54,-3%,-2.1%,-71%,-7%,-3%,i,58,i,0.1,0.7%
COc1ccc(-c2nc3cc(C)ccn3c2NC(=O)c2ccccc2OC)cc1,1.8,85,-8%,-1.1%,15%,15%,16%,i,62,i,0.7,0.0%
COc1cc2c(cc1OC)CN(C(=O)C(C)(C)C)CC2,2.7,53,-17%,1.6%,-7%,-6%,7%,i,42,i,1.5,-0.1%
Cc1cc(OCCCN2CCCC2)ccc1Cl,-0.5,55,-4%,4.2%,-32%,10%,-10%,i,60,i,0.2,0.6%
CCN(CC)c1ccc(S(=O)(=O)N2CCOCC2)cc1NC(=O)CNCc1ccccc1,6.2,42,16%,3.3%,-1%,-4%,2%,i,34,i,0.5,0.2%
Cc1cc(OC(C)C(=O)NNC(=O)Nc2ccc(F)cc2F)cc(C)c1Cl (configuration not stated),0.7,62,-1%,-1.1%,-26%,2%,-9%,i,4,i,0.7,0.4%
CSc1nc(C)c(C(=O)C[n+]2ccc(C)cc2)cc1C#N,2.5,40,-12%,2.8%,-31%,0%,-12%,i,53,i,0.6,-0.7%
CC(NC(=O)/C(=C/c1ccc2c(c1)OCO2)NC(=O)c1cccc([N+](=O)[O-])c1)C(=O)O (configuration not stated),-1.1,69,-31%,3.5%,-17%,8%,2%,i,50,i,0.1,0.2%
CC(=O)Nc1ccccc1C(=O)C(=O)Nc1cccc(Br)c1,-1.1,53,3%,-3.8%,11%,7%,-4%,i,60,i,0.5,0.1%
Cc1nc(SCC(=O)Nc2ccc(F)cc2)c(C#N)c(C)c1CC(=O)c1ccc(Br)cc1,5.8,46,-41%,0.3%,-39%,3%,-20%,i,44,i,0.5,0.0%
COc1ccc(C(=O)Nc2ccc(C3=NNC(=O)CC3C)cc2NC(=O)c2ccc(OC)cc2)cc1 (configuration not stated),-0.1,38,7%,-4.0%,25%,7%,16%,i,24,i,0.1,-0.3%
CCc1ccc(C2CC(=O)N(c3cccc(F)c3)C3=C2C(=O)OC3)cc1 (configuration not stated),-0.2,63,19%,-3.4%,-37%,3%,3%,i,37,i,0.5,0.7%
COc1cc(CNCc2ccccn2)ccc1OCC(=O)NC(C)(C)C,1.0,64,10%,0.4%,-10%,-5%,-3%,i,43,i,0.1,0.3%
CCOC(=O)NC(=O)CSc1nnc(C2CC2)n1Cc1ccco1,-0.8,35,-28%,4.5%,7%,10%,16%,i,33,i,0.6,0.8%
Cc1cc(=O)n2cccc(O)c2n1,1.2,55,-22%[20 µM],0.1%,-11%,12%,-33%,i,52,i,0.8,-0.1%
CCOC(=O)c1ccc(C(=S)N2CCCC2)cc1,-0.1,92,26%,-2.5%,-4%,2%,-9%,.,.,i,0.8,-0.1%
Cc1cc(C)n(-c2ccc(C)c(Cl)c2)n1,-2.0,69,-6%,3.6%,-6%,4%,13%,i,39,i,0.8,0.3%
Cn1c(=O)cc(SCC(=O)NCCN2CCN(c3ccccc3F)CC2)c2cc(Cl)ccc21,4.6,97,-42%,1.4%,4%,27%,16%,i,46,i,1.5,0.2%
COc1ccc(S(=O)(=O)NC(C)C(=O)NCc2ccncc2)cc1Cl (configuration not stated),-0.7,60,-31%,1.8%,1%,7%,19%,i,11,i,1.5,0.3%
COc1ccccc1-n1c(SC)nc(O)cc1=O,5.8,53,2%,-0.4%,5%,8%,7%,i,11,i,2.2,-0.2%
COc1ccccc1Nc1ncnc2c1cnn2-c1cccc(C)c1,-3.7,105,21%,-3.8%,-56%,20%,-31%,i,13,i,0.3,-0.1%
C=CCn1c(CNS(=O)(=O)c2ccc(Cl)cc2)n[nH]c1=S,2.1,45,16%,-4.1%,-32%,14%,2%,i,44,i,1.3,-0.1%
Cc1onc(-c2c(F)cccc2Cl)c1C(=O)N1CCCc2ccccc21,-1.3,44,11%,-2.8%,17%,-5%,19%,i,32,i,0.9,-0.2%
COCCn1c(SCC(=O)Nc2ccc(C)cc2C)nc2c(oc3ccccc32)c1=O,1.5,59,-13%,2.1%,-18%,-6%,4%,i,35,i,0.5,0.2%
COC(=O)c1ccc(C)c(N(CCO)CCO)c1,-1.7,49,-8%,1.9%,-7%,1%,-9%,i,61,i,5.4,-0.2%
O=C(COc1ccc(S(=O)(=O)N2CCCC2)cc1)Nc1ccc(F)cc1,-1.7,48,-22%,4.2%,-10%,11%,-9%,i,40,i,1.3,0.0%
Cc1ccc(C(=O)NCCN2CCOCC2)cc1C,-0.4,66,-16%,-3.2%,-33%,14%,-10%,i,55,i,0.6,-0.1%
Cc1c(NS(=O)(=O)c2ccc(NC(=O)CCC(=O)O)cc2)c(=O)n(-c2ccccc2)n1C,-1.3,86,20%,-3.6%,-4%,-6%,-2%,i,9,i,0.3,-0.1%

# A portion of the library. The share of hits here may be higher or lower than overall.
